# ssDAF12 agonist = activators of S. stercoralis DAF-12 nuclear receptor | 1% of 370,000 active | activation, % at 6.8 µM | AID 652126 | HEK293 ssDAF-12/GRIP1 lit1-tk-luc reporter, luminescence; % of 3 µM dafachronic acid response;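 active = activation above the mean over all tested compounds plus 3 SD, cut at about 0.9% in these data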;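 note: 0% = DMSO-only wells and 100% = 3 µM delta7-dafachronic acid wells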
# hgDAF12 agonist = hgDAF-12 agonism, primary luciferase screen. HEK293 GAL4-hgDAF12 UAS-luciferase reporter, agonist luminescence; normalized to butyrate control. activation, % at 6.8 µM. 1.8% of 370,000 active. AID 687014;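 active = activation above a cutoff set at the mean of all screened compounds plus 3 SD, cut at about 10% in these data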;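 note: 0% = DMSO wells and 100% = sodium butyrate wells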
# PG9 Ab binder = PG9 antibody binding by small molecule. TR-FRET gp120-PG9 antibody binding. inhibition, % at 6.7 µM. 0.43% of 360,000 active. AID 624416; in the data active = inhibition above about 8.5%
# Rev-erbA mod = modulators of human Rev-erb alpha DNA binding. 0.79% of 370,000 active. activity, % at 10 µM. Rev-erbα–FITC-DNA binding, fluorescence polarization, 90 min;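 active = activity above about 14%, limit read from the data; passing the limit was not always enough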;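 note: 0% = DMSO wells with 35 nM protein and 100% = DMSO wells with 750 nM protein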
# Target sequence (P20393 whole entry, looked up): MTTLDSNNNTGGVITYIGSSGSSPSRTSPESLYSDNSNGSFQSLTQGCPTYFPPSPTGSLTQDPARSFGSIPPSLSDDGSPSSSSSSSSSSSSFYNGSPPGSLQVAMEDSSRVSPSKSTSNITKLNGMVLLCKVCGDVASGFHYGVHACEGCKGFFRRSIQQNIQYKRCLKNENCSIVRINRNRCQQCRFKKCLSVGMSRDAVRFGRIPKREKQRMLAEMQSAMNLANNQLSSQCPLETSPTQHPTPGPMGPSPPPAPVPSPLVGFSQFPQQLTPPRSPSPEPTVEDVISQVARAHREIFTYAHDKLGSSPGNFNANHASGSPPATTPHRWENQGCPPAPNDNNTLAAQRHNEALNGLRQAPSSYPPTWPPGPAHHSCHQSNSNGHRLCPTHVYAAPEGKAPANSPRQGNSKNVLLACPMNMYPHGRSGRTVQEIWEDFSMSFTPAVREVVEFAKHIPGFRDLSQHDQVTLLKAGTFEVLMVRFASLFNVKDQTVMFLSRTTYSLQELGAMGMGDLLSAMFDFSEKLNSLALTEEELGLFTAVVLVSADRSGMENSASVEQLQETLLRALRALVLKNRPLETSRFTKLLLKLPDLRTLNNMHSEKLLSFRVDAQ
# SMARCA2 activ = activators of SMARCA2 function | AID 652017 | activation, % at 9.1 µM | MG213 cells, MMTV-luciferase reporter, dexamethasone, overnight | 1% of 370,000 active; in the data active = activation above about 7.8%;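 note: 0% = vehicle wells and 100% = reference activator wells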
# DAX1 inh-1 = inhibitors of DAX1 repression of SF-1 activated StAR promoter. inhibition, % at 6.8 µM. AID 652010. 1.1% of 370,000 active. HEK293T StAR-luciferase reporter, SF-1/DAX-1 repression relief;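 active = inhibition above the mean over all tested compounds plus 3 SD, cut at about 3.6% in these data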;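 note: 0% = DAX-1 cells with DMSO and 100% = cells lacking DAX-1 with DMSO; higher inhibition means more luminescence from relief of DAX-1 repression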
# hcDAF12 agonist = activates DAF-12 receptor from parasite H. contortus; HEK293 hcDAF-12 lit1-tk-luc reporter, luminescence; 0% DMSO, 100% Δ7-dafachronic acid; activation, % at 6.8 µM; 1.4% of 370,000 active;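 active = activation above the mean of all tested compounds plus 3 SD, cut at about 5.5% in these data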;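 note: 100% = response to 3 µM Δ7-dafachronic acid high control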
# PLC-beta3 inh = PLC-beta3 (human) inhibition, primary screen | 0.18% of 370,000 active | Purified PLC-beta3, fluorogenic substrate, fluorescence | inhibition, % at 12.2 µM | Q01970 | AID 720704; in the data active = inhibition above about 11%;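 note: 0% = median of compound wells on plate and 100% = full blocker control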
# GAA850 FXN act = increases GAA850 frataxin promoter reporter activity. HEK293 lucGAA850 FXN promoter luciferase reporter, 24 h; percent of 10 µM SAHA response. activation, % at 6 µM. 0.56% of 360,000 active;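 active = activation above the average of all compounds screened plus 3 SD, cutoff fixed separately per campaign, cut at about 7.5% in these data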;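 note: 0% = DMSO wells and 100% = 10 µM SAHA wells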
# DAX1 inh-2 = inhibitors of human orphan nuclear receptor DAX1 (NR0B1) | P51843 | HEK293 Gal4-DAX1 luciferase reporter, luminescence | inhibition, % at 6.75 µM | 0.99% of 340,000 active | AID 504766;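 active = inhibition above the mean over all tested compounds plus 3 SD, cut at about 4.2% in these data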;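 note: 0% = DAX1-transfected cells with DMSO and 100% = empty-vector control cells with DMSO; inhibition shows as a rise in luminescence from relieved DAX1 repression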
# Target sequence (P51843 207-470 limits assumed): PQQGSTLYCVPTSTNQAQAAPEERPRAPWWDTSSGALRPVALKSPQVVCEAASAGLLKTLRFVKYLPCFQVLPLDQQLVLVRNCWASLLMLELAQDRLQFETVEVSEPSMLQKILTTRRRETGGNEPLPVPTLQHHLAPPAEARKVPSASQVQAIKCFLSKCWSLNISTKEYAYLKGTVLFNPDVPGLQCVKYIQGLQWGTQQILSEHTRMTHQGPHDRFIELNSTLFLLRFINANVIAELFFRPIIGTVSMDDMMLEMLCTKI
# sPLA2-III inh = Inhibits HGIII-sPLA2 liposome hydrolysis, primary screen; Q9NZ20; QFRET BODIPY PC-A2 liposome hydrolysis, fluorescence; inhibition, % at 12.2 µM; 0.56% of 370,000 active;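 active = inhibition above mean plus 3 SD of compounds lying within the high and low control bounds, cut at about 19% in these data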;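 note: 0% = median of test compound wells and 100% = no enzyme DMSO wells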
# An asterisk follows results filed as active; · = not tested or not shown. Rows were taken by chance; about 7% have a hit in one of these screens.
SMILES,ssDAF12 agonist,hgDAF12 agonist,PG9 Ab binder,Rev-erbA mod,SMARCA2 activ,DAX1 inh-1,hcDAF12 agonist,PLC-beta3 inh,GAA850 FXN act,DAX1 inh-2,sPLA2-III inh
CC[C@]12c3[nH]c4cc(CCC(=O)N(C)C)ccc4c3CCN1C(=O)[C@@H](CC(=O)NCc1ccc(OC)c(OC)c1)C[C@@H]2C(=O)N1CCN(C(=O)c2ccco2)CC1,-1.6,0.3,0.3,-5,3,-0.3,-1.9,-1,2.6,-0.1,-5
COC(=O)c1sc(N2C(=O)C(O)=C(C(=O)c3ccc(C)o3)C2c2ccc([N+](=O)[O-])cc2)nc1C (stereo not given),-0.8,-1.4,-0.6,-1,-1,-0.2,0.3,-17,0.3,-0.4,4
C/C(CC(=O)Nc1ccc(Cl)cc1Cl)=N\NC(=O)C(=O)N1CCCC1,-1.6,2.6,-0.7,1,2,0.1,-0.5,-3,0.4,-0.2,-5
CC(Sc1nnc(-c2ccccc2)c(-c2ccccc2)n1)C(=O)NCC1CCCO1 (stereo not given),-1.3,-4.8,2.0,4,-3,-1.2,-0.5,-1,-0.6,-1.6,4
COCCNC(=O)C1CC2Cn3c(nc4ccccc43)C2N1C (stereo not given),-0.6,0.1,-0.9,-5,1,0.0,0.5,4,0.5,0.6,1
O=C(COC(=O)c1ccccc1NC(=O)c1ccccc1)c1cccc([N+](=O)[O-])c1,-0.1,1.1,0.2,1,0,0.2,2.4,7,-1.2,0.1,-8
CCn1c2c(c3cc(OCC(C)C)ccc31)CCCC2=O,-2.0,1.1,1.6,5,-1,-0.3,1.7,-240,2.1,-0.5,-2
CCOC(=O)c1[nH]c2ccc(OC)cc2c1NS(=O)(=O)c1ccc(OC)cc1OC,0.1,-0.8,-0.1,-1,0,0.5,-1.1,-58,-2.2,1.3,-7
C#CCN1CC(N(C)CCOC(=O)CC2C=CCC2)CS1(=O)=O (stereo not given),-1.0,1.7,·,4,0,0.6,-0.8,0,·,·,7
CCCCCOc1ccc(CSCCNC(=S)Nc2ccccc2)cc1,-1.0,-2.1,-0.8,0,-2,0.0,-1.6,2,-1.0,0.8,10
COc1ccc(CN2C(=O)C(CC(=O)NCCCN(C)C)CC(C(=O)N(C(C)C)C(C)C)=C2C)cc1 (stereo not given),-0.3,-3.4,-1.5,-5,-4,-0.2,-1.5,0,3.8,0.0,5
O=C(COC(=O)CCc1ccccc1)NC1CCS(=O)(=O)C1 (stereo not given),-1.4,0.0,-4.4,-1,5,0.7,0.3,-1,0.7,0.8,-5
Cc1nc(=O)cc(-c2ccccc2)n1-c1ccccc1,-0.9,0.3,0.7,2,-2,-0.1,-1.0,3,1.3,0.3,1
Cc1sc2ncnc(OCC(=O)N3CCN(S(=O)(=O)c4ccc(Cl)cc4)CC3)c2c1C,-0.9,-1.1,-3.0,-3,0,-0.8,-1.4,1,-4.3,-0.7,-9
CC1CCCCN1S(=O)(=O)c1ccc(S(=O)(=O)N2CCN(c3ccc(F)cc3)CC2)cc1 (stereo not given),-0.1,-2.8,0.9,3,-5,0.2,-1.4,2,0.3,0.8,2
COc1ccc(C(=O)OCC(=O)N2CCCC2=O)c(OC)c1,-0.7,5.0,1.6,2,7,0.1,-0.2,1,4.8,-0.2,3
Cc1cccnc1NC(=O)c1ccc(Br)o1,-0.7,-0.6,0.7,1,-2,1.8,0.0,5,2.4,0.0,8
O=C(/C=C/c1ccco1)NC(=S)Nc1ccc(N2CCCC2)cc1,-1.6,1.8,-0.1,-4,0,-0.6,-3.1,0,0.3,-1.0,11
C=CC[C@@H](CC(=O)N(CCO)Cc1ccccc1)C(=O)N[C@@H](COC(=O)[C@@H](CC=C)Cc1ccc(F)cc1)Cc1c[nH]c2ccccc12,-1.3,-0.2,-2.0,3,-1,-0.7,-1.4,0,-13,-1.6,-83
COC(=O)c1sccc1NC(=O)Nc1cccc(F)c1,-0.4,3.2,-1.3,-3,3,0.4,2.8,-2,2.8,-1.5,1
CN(C(=O)c1ccc(NC(=O)Cc2ccc([N+](=O)[O-])cc2)cc1)C1CC1,-1.4,-0.3,-2.4,-5,2,0.7,-0.5,4,2.6,-0.1,-4
Cc1cc(NC(=O)CCN2CCN(C/C=C/c3ccccc3)CC2)ccc1Br,-1.5,-1.4,-1.4,-6,-5,-0.8,-1.1,-5,0.4,-1.7,-11
COc1ccc(N(CC(=O)N/N=C/c2ccc(F)cc2)S(=O)(=O)c2ccccc2)cc1,-1.2,9.2,2.0,4,-3,0.3,-2.6,-9,0.5,-0.5,-3
COc1cc2c(cc1OC)C(C(=O)Nc1cc(OC)c(OC)c(OC)c1)C(c1cccnc1)N(C)C2=O (stereo not given),-1.4,-1.4,0.7,-3,-2,0.6,-0.6,-3,2.6,0.4,-5
CN1OC[C@@H]2CN(C(=O)CCc3ccccc3)[C@H](c3ccc(N4CCCCC4)cc3)C[C@@H]21,-1.2,-0.2,-3.1,-1,-4,-1.6,-1.7,0,·,·,6
CCC[C@H]1CN(c2ccc(OC)cc2)C(=O)[C@@H]1CC(=O)Nc1ccccc1,-2.0,-5.9,-0.5,8,-3,-0.5,-0.1,0,1.6,0.0,6
CCOC(=O)[C@]12CCC=C1N(Cc1ccc(Cl)cc1Cl)C(=O)[C@H](CC(=O)NCC1CCCCC1)C2,-0.8,3.4,0.8,-6,-2,-1.4,-1.0,2,·,·,-11
Cc1ccc(C(=O)N2CCN(c3ccc(NC(=O)c4ccc5c(c4)OCCO5)cc3)CC2)cc1,-1.6,-6.4,2.7,-3,-3,-6.6,-4.9,-10,-6.6,-1.1,11
O=c1c2sccc2[nH]c(=S)n1-c1ccccc1,-1.7,-1.8,-0.3,1,-1,0.2,-1.1,-5,4.4,0.4,9
CC(Sc1nnnn1C)C(=O)Nc1ccc(Oc2ccccc2)cc1 (stereo not given),-1.0,1.0,-1.2,-3,-1,-1.1,-0.5,-2,0.1,-0.4,-8
C=CCn1c(SCC(=O)N2CCc3ccccc3C2)nc2sc(CC)cc2c1=O,-1.6,-1.9,-1.8,2,-1,-1.3,-2.7,1,-0.2,-0.5,-5
CNc1nc2cccnc2s1,-1.6,3.6,-3.2,-4,4,0.1,-1.3,0,1.0,0.8,-2
CC1CC2(C)CC(C)C1(COC(=O)Nc1ccccc1)CO2 (stereo not given),-1.2,3.8,-0.2,-8,2,-0.4,-1.7,7,2.7,-0.6,-6
O=C(Oc1cccc(/C=N/NC(=O)c2ccccn2)c1)c1ccc([N+](=O)[O-])cc1,-0.5,1.6,-3.1,0,1,1.4,3.6,-1,4.4,1.4,-3
CCN(CC)P1(=O)OC(c2cc(OC)c(OC)c(OC)c2)=Nc2c1c(C)nn2-c1ccccc1 (stereo not given),-0.4,2.2,-0.4,-2,-2,0.6,-0.2,-1,-1.1,-0.7,-1
O=C(COC(=O)CCC(=O)c1cccs1)NCc1cccs1,-1.4,-3.0,-0.6,2,-5,-0.8,-0.8,-5,0.1,1.7,13
COCCCN(C(=O)CC1OC(=O)c2ccccc21)c1c(N)n(Cc2ccccc2)c(=O)[nH]c1=O (stereo not given),-1.3,-1.4,-1.5,-2,-1,1.4,-0.8,-8,0.4,1.2,-3
COc1ccc(CC(=O)N/N=C/c2ccc(C)s2)cc1,-1.5,0.2,0.2,2,-1,0.2,-1.5,-6,0.6,0.1,0
COc1ccccc1-c1c(C)nn2c(N)c(-c3ccc(Cl)cc3)cnc12,-1.8,-0.2,-1.5,-10,3,-0.6,0.9,-17,-1.0,0.1,4
S=C(NCC1(c2ccccc2)CCCC1)Nc1ccccc1,-1.6,-1.6,-0.8,0,-5,-1.0,-3.6,-5,-0.7,-2.8,12
N#Cc1ccc(OCc2nnc3n2CCCCC3)cc1,-0.8,2.2,0.4,-4,-1,0.3,-1.1,0,0.1,1.3,5
CCOc1ccc2nc(Cl)c(CN(C(=O)c3cnccn3)C3CCCC3)cc2c1,-0.9,1.4,-2.1,5,0,0.0,1.0,3,1.2,0.1,0
COc1ccc2sc(NC(C)=O)nc2c1,-0.4,11*,0.1,-4,2,3.3,1.9,2,6.6,2.3,-6
CCCc1ccc(C(=O)COC(=O)CN2C(=O)NC3(CCCCC3C)C2=O)cc1 (stereo not given),-0.7,1.3,0.9,1,-2,-1.4,-0.2,-15,1.9,-1.3,9
C=CCn1c(C)cc(C(=O)CSc2nnc(NC(C)C)s2)c1C,-1.2,1.8,1.6,0,2,0.6,-0.6,3,-0.3,-0.3,-2
CC(=O)OC1C(OC(C)=O)C2C(C)CC3OC(=O)C(C)C3CC2(C)C1OC(C)=O (stereo not given),-1.1,-1.2,-1.5,5,4,0.4,-2.5,3,-1.7,1.9,3
CC(=O)N/C(=C\c1ccccc1)C(=O)OCc1ccc(C)cc1,-0.7,-0.3,-2.0,4,4,-0.5,1.7,0,1.1,-0.7,-1
CCOc1ccccc1C(=O)Nc1ccsc1C(=O)OC,-1.6,4.8,0.4,1,2,-2.9,-2.0,0,-4.1,-1.5,-1
c1coc(CNc2nc3ccccc3s2)c1,1.9*,16*,-2.0,2,9.7*,2.1,8.8*,-6,3.7,6.5*,-2
CC(C)NC(=S)N1CCCN(c2ncccc2[N+](=O)[O-])CC1,-1.2,0.1,-2.1,1,-4,-0.3,-3.1,-3,0.0,0.1,5
CC(C)(O)C#Cc1ccc(C(=O)N2CCN(c3ccc([N+](=O)[O-])cc3)CC2)cc1,-2.5,-4.2,0.4,4,-3,-1.9,-6.6,0,1.0,-1.6,-4

# Of the compounds above, 5 contain a furan ring, fused or not:
SMILES,ssDAF12 agonist,hgDAF12 agonist,PG9 Ab binder,Rev-erbA mod,SMARCA2 activ,DAX1 inh-1,hcDAF12 agonist,PLC-beta3 inh,GAA850 FXN act,DAX1 inh-2,sPLA2-III inh
CC[C@]12c3[nH]c4cc(CCC(=O)N(C)C)ccc4c3CCN1C(=O)[C@@H](CC(=O)NCc1ccc(OC)c(OC)c1)C[C@@H]2C(=O)N1CCN(C(=O)c2ccco2)CC1,-1.6,0.3,0.3,-5,3,-0.3,-1.9,-1,2.6,-0.1,-5
COC(=O)c1sc(N2C(=O)C(O)=C(C(=O)c3ccc(C)o3)C2c2ccc([N+](=O)[O-])cc2)nc1C (stereo not given),-0.8,-1.4,-0.6,-1,-1,-0.2,0.3,-17,0.3,-0.4,4
Cc1cccnc1NC(=O)c1ccc(Br)o1,-0.7,-0.6,0.7,1,-2,1.8,0.0,5,2.4,0.0,8
O=C(/C=C/c1ccco1)NC(=S)Nc1ccc(N2CCCC2)cc1,-1.6,1.8,-0.1,-4,0,-0.6,-3.1,0,0.3,-1.0,11
c1coc(CNc2nc3ccccc3s2)c1,1.9*,16*,-2.0,2,9.7*,2.1,8.8*,-6,3.7,6.5*,-2

# Screens: PubChem BioAssay, several laboratories
